Bioassay records (PubChem)
PMI inhibitors: inhibitors of human PMI, primary screen, biochemical, fluorescence intensity, coupled assay (AID 1209); purified PMI enzyme, coupled fluorescence intensity; higher % means a stronger effect; inhibition, % at 20 µM; hits with a dose series show IC50 in µM; hit rate 0.42% among 190,000;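 note: plate controls were DMSO vehicle for no effect and wells lacking substrate for full effect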
PhoP inhibition: inhibitors of PhoP regulon expression, primary screen, Salmonella Typhimurium, GFP reporter (AID 1863); S. Typhimurium PhoP-regulated promoter GFP reporter, 4 h; higher % means a stronger effect; one-dose inhibition, % at 50 µM; IC50 in µM for titrated hits; hit rate 0.16% among 300,000;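 active = inhibition over 29.93%, a cutoff 3 SD above the screen mean, later confirmed by dose response; inconclusive = inhibition over 29.93% but no dose response follow-up; inactive = inhibition at most 29.93% or unconfirmed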;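 note: 0% = low Mg2+ inducing control and 100% = high Mg2+ repressing control; strong numbers were not always called active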
SV40 large T antigen: SV40 large T antigen inhibitors, biochemical (AID 1903); SV40 large T antigen ATPase/helicase inhibition assay; higher % means a stronger effect; one-dose inhibition, % at 20 µM; IC50 in µM for titrated hits; hit rate 0.39% among 310,000; in the data active = a potency from the dose series; inconclusive = inhibition mostly from about 32% at the one dose, without a potency; inactive = the rest, 99 in 100 with inhibition below about 32%; note: strong numbers were not always called active
human PMI inhibitors: MPI inhibition at elevated mannose 6-phosphate – biochemical, fluorescence intensity, high mannose 6-phosphate, primary screen (AID 1220); one-dose inhibition, % at 20 µM; IC50 in µM for titrated hits; hit rate 0.66% among 190,000; recombinant PMI enzyme, coupled fluorescence intensity; higher % means a stronger effect
ER stress rescue: protection against thapsigargin-triggered cell killing – 384-well, CSM14.1, ATP luminescence, primary screen (AID 1222); CSM14.1 thapsigargin-induced death rescue, ATP luminescence; higher % means a stronger effect; cellular ATP content (survival), % at 20 µM, or EC50 in µM where a hit was titrated; 190,000 tested, under 10 active;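 active = EC50 below 50 µM in the dose-response confirmation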;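 note: death triggered by thapsigargin at about 15 µM added after 2 h compound pretreatment; cell ATP read after overnight thapsigargin exposure of roughly 18 to 22 hours; normalized against plate controls of thapsigargin alone and 5% DMSO vehicle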
RSV CPE inhibition: RSV antiviral activity via CPE protection, HEp-2 cells, primary 10 µM value included (AID 2391); hit rate 0.13% among 310,000; HEp-2 cells, RSV-induced CPE inhibition; higher % means a stronger effect; CPE inhibition, % at 10 µM; hits with a dose series show IC50 in µM; in the data active = a potency from the dose series; inconclusive = CPE inhibition mostly from about 23% at the one dose, without a potency; inactive = the rest, 99 in 100 with CPE inhibition below about 21%; note: strong numbers were not always called active
Ins promoter up: MIN6 insulin promoter up-regulation; z-score at 5 µM; AID 1625; MIN6 insulin promoter-GFP reporter, high-content imaging; hits give high values; hit rate 0.3% among 190,000;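 active = z-score above 3 at 5 µM with at least 500 cells counted in the well; inconclusive = wells under 500 cells, flagged as cytotoxic or low count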
West Nile antiviral: inhibition of WNV-induced cytopathic effect – cell-based, CPE readout (AID 1621) | West Nile virus-infected cells, CPE inhibition; higher % means a stronger effect | hit rate 0.02% among 290,000 | CPE inhibition, % at 10 µM, or IC50 in µM where a hit was titrated; in the data active = a potency from the dose series; inconclusive = CPE inhibition mostly from about 3.7% at the one dose, without a potency; inactive = the rest, 99 in 100 with CPE inhibition below about 2.2%; note: strong numbers were not always called active
TNAP activation fold: human TNAP enzyme activators, primary screen, biochemical, luminescent, no phosphate acceptor, uHTS (AID 1001). purified TNAP, luminescent activation assay, no phosphate acceptor; higher activation fold means a stronger effect. activation fold at 20 µM; hits with a dose series show EC50 in µM. hit rate 0.03% among 200,000; in the data active = activation fold from about 3, or a potency from the dose series; inactive = the rest, 99 in 100 with activation fold below about 1.6; note: many of its hits are not listed in these tables
Ins promoter up cell count: also measured in Ins promoter up; calls as there; cell count; measured here: cytotoxicity, nuclei count;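 total cells summed across four imaged fields per well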
Active calls of the source: *. Cut-off read from the data, not from the text of the source, unless noted: active = inhibition above about 50%; inactive = the rest.

What do the screens show for `CC[N+](C)(C)CC/C=C1/c2ccccc2Sc2ccc(Cl)cc21`?
PhoP inhibition: -4%; SV40 large T antigen: -2%; RSV CPE inhibition: 0.2%; Ins promoter up: -1.3; West Nile antiviral: 0.4%; Ins promoter up cell count: 1367

Results for COc1ccccc1NC(=O)N1CCCC1C(=O)NC12CC3CC(CC(C3)C1)C2 (stereo not given) ?
PMI inhibitors: 2%; PhoP inhibition: 3%; SV40 large T antigen: 13%; human PMI inhibitors: -10%; ER stress rescue: -1.7%; RSV CPE inhibition: 0.1%; Ins promoter up: 0.2; West Nile antiviral: -0.5%; TNAP activation fold: 1.1; Ins promoter up cell count: 749

Results for CC(C)S(=O)(=O)c1csc(C(=O)NN)c1-n1cccc1 ?
PhoP inhibition: 3%; SV40 large T antigen: 2%; RSV CPE inhibition: 3.3%; Ins promoter up: -0.4; West Nile antiviral: 0.1%; Ins promoter up cell count: 1329

Results for c1ccc(-c2nc(NCc3ccco3)c3ccccc3n2)cc1 ?
PMI inhibitors: -19%; PhoP inhibition: -1%; SV40 large T antigen: 13%; human PMI inhibitors: -29%; ER stress rescue: -0.7%; RSV CPE inhibition: 14%; West Nile antiviral: -0.6%; TNAP activation fold: 1

Results for CCOc1cc(C(=S)N2CCOCC2)ccc1OS(=O)(=O)c1ccc(Br)cc1 ?
PhoP inhibition: 10%; SV40 large T antigen: 13%; RSV CPE inhibition: 10%; West Nile antiviral: -1.6%

Results for CCOC(=O)C1=C(N)OC2=C(C(=O)CCC2)C1c1ccc(C)s1 (stereo not given) ?
PMI inhibitors: 32%; PhoP inhibition: -23%; SV40 large T antigen: 0%; human PMI inhibitors: 1%; ER stress rescue: -1.8%; RSV CPE inhibition: -0.3%; Ins promoter up: 0.53; West Nile antiviral: -0.2%; TNAP activation fold: 1; Ins promoter up cell count: 1249

How did CCN1C(=O)C2(C(C#N)=C(N)Oc3n[nH]c(-c4ccc(Cl)cc4)c32)c2ccccc21 (stereo not given) do in these assays?
PMI inhibitors: 27%; PhoP inhibition: 12%; SV40 large T antigen: 28%; human PMI inhibitors: 18%; ER stress rescue: -0.8%; RSV CPE inhibition: 0.3%; Ins promoter up: 0.56; West Nile antiviral: -0.2%; TNAP activation fold: 1; Ins promoter up cell count: 844

How did NS(=O)(=O)c1ccc(NC(=O)CN2CCc3ccccc32)cc1 do in these assays?
PhoP inhibition: -11%; SV40 large T antigen: 12%; RSV CPE inhibition: 0.6%; Ins promoter up: -0.05; West Nile antiviral: 0.1%; Ins promoter up cell count: 979

What do the screens show for `Cc1ccc(/C=N/NC(=O)CSCc2ccc(Cl)cc2)cc1`?
PMI inhibitors: 18%; PhoP inhibition: 0%; SV40 large T antigen: 10%; human PMI inhibitors: 18%; ER stress rescue: -1.7%; RSV CPE inhibition: inconclusive; Ins promoter up: -0.02; West Nile antiviral: -0.2%; TNAP activation fold: 1; Ins promoter up cell count: 1317

How did CC1=Nc2ccccc2/C1=C\c1sc(Nc2ccc(C)cc2)nc1O do in these assays?
PMI inhibitors: 7%; PhoP inhibition: 9%; SV40 large T antigen: 2%; human PMI inhibitors: 2%; ER stress rescue: -0.3%; RSV CPE inhibition: 11%; Ins promoter up: -0.47; West Nile antiviral: 0.6%; TNAP activation fold: 1; Ins promoter up cell count: 691

Results for c1ccc(OCCN2CCN(C(c3ccccc3)c3ccccc3)CC2)cc1 ?
PhoP inhibition: 5%; SV40 large T antigen: -2%; RSV CPE inhibition: 1.0%; West Nile antiviral: -1.1%

How did O=C(CSC1CN(C(c2ccccc2)c2ccccc2)C1)N/N=C/c1ccccc1 do in these assays?
PhoP inhibition: 2%; SV40 large T antigen: 5%; RSV CPE inhibition: 3.0%; Ins promoter up: -0.47; West Nile antiviral: -0.8%; Ins promoter up cell count: 1490

How did CC1CCCN(c2ccc(C(=O)NCc3ccccc3)cn2)C1 (stereo not given) do in these assays?
PMI inhibitors: -1%; PhoP inhibition: -3%; SV40 large T antigen: 19%; human PMI inhibitors: 2%; ER stress rescue: -2.0%; RSV CPE inhibition: 1.5%; Ins promoter up: -0.29; West Nile antiviral: -0.4%; TNAP activation fold: 1.1; Ins promoter up cell count: 1069

What do the screens show for `CCc1nc(SCC(=O)c2ccc3c(c2)OCCO3)c2ccccc2n1`?
PMI inhibitors: 13%; PhoP inhibition: 19%; SV40 large T antigen: 15%; human PMI inhibitors: 15%; ER stress rescue: -2.0%; RSV CPE inhibition: 1.6%; Ins promoter up: -0.34; West Nile antiviral: 1.2%; TNAP activation fold: 1.2; Ins promoter up cell count: 1912

How did COc1cc2c(c(OC)c1OC)-c1ccc(OC)c(=O)cc1C(NC(C)=O)CC2 (stereo not given) do in these assays?
PhoP inhibition: -5%; SV40 large T antigen: 12%; RSV CPE inhibition: 1.8%; West Nile antiviral: -1.0%

What do the screens show for `CC1CCN(c2ccccc2NC(=S)NC(=O)c2cccs2)CC1`?
PMI inhibitors: 3%; PhoP inhibition: 6%; SV40 large T antigen: 6%; human PMI inhibitors: 4%; ER stress rescue: 1.6%; RSV CPE inhibition: 4.8%; Ins promoter up: -0.48; West Nile antiviral: 2.7%; TNAP activation fold: 0.9; Ins promoter up cell count: 1637

What do the screens show for `CCN1C(=O)C(C(=O)Nc2ccc(OC)cc2)C2CC1(C)Oc1ccccc12` (stereo not given)?
PMI inhibitors: 8%; PhoP inhibition: -9%; SV40 large T antigen: -1%; human PMI inhibitors: 9%; ER stress rescue: -1.5%; RSV CPE inhibition: 1.2%; Ins promoter up: -0.33; West Nile antiviral: 0.3%; TNAP activation fold: 1.1; Ins promoter up cell count: 1900

Results for CN(C)c1nc(/C=C(\C#N)C(N)=O)c(Cl)n1-c1ccc(F)cc1 ?
PMI inhibitors: -8%; PhoP inhibition: -6%; SV40 large T antigen: 12%; human PMI inhibitors: 9%; ER stress rescue: -0.3%; RSV CPE inhibition: 3.9%; Ins promoter up: 0.04; West Nile antiviral: 1.9%; TNAP activation fold: 1; Ins promoter up cell count: 1370

How did O=C(O)CNS(=O)(=O)c1ccc(Br)s1 do in these assays?
PMI inhibitors: 3%; PhoP inhibition: -12%; SV40 large T antigen: 12%; human PMI inhibitors: 4%; ER stress rescue: -2.5%; RSV CPE inhibition: 1.2%; Ins promoter up: 1.3; West Nile antiviral: -0.1%; TNAP activation fold: 1.1; Ins promoter up cell count: 1196

How did Cc1ccnc(Nc2nc(-c3ccc(F)cc3)cs2)c1 do in these assays?
PhoP inhibition: 6%; SV40 large T antigen: 6%; RSV CPE inhibition: 4.8%; West Nile antiviral: -0.6%

What do the screens show for `Cc1cc(C)cc(NC(=O)Nc2ccc(Cl)cn2)c1`?
PMI inhibitors: -3%; PhoP inhibition: 4%; SV40 large T antigen: 4%; human PMI inhibitors: -6%; ER stress rescue: -0.6%; RSV CPE inhibition: 0.3%; Ins promoter up: 0.11; West Nile antiviral: -0.2%; TNAP activation fold: 1; Ins promoter up cell count: 1350

What do the screens show for `CCOC(=O)c1sc(-n2[nH]c(C)cc2=O)nc1C`?
PMI inhibitors: -58%; PhoP inhibition: 4%; SV40 large T antigen: 18%; human PMI inhibitors: -137%; ER stress rescue: -1.4%; RSV CPE inhibition: 1.1%; Ins promoter up: 0.18; West Nile antiviral: 0.1%; TNAP activation fold: 0.9; Ins promoter up cell count: 1468

Results for Cc1cc([N+](=O)[O-])cc(C)c1OCC(=O)N/N=C/c1ccc(OC(=O)c2ccccc2Br)cc1 ?
PMI inhibitors: 8%; PhoP inhibition: 4%; SV40 large T antigen: 7%; human PMI inhibitors: 11%; ER stress rescue: 3.1%; RSV CPE inhibition: 4.5%; Ins promoter up: 0.09; West Nile antiviral: 0.3%; TNAP activation fold: 1; Ins promoter up cell count: 1457

How did O=C1CCCCCCC1Sc1ccccc1[N+](=O)[O-] (stereo not given) do in these assays?
PMI inhibitors: 39%; PhoP inhibition: -4%; SV40 large T antigen: 17%; human PMI inhibitors: 30%; ER stress rescue: 4.1%; RSV CPE inhibition: 0.8%; West Nile antiviral: 1.3%; TNAP activation fold: 1

Brought forward from above: two compounds, followed by the next part.
Results for Cc1cc([N+](=O)[O-])cc(C)c1OCC(=O)N/N=C/c1ccc(OC(=O)c2ccccc2Br)cc1 ?
PMI inhibitors: 8%; PhoP inhibition: 4%; SV40 large T antigen: 7%; human PMI inhibitors: 11%; ER stress rescue: 3.1%; RSV CPE inhibition: 4.5%; Ins promoter up: 0.09; West Nile antiviral: 0.3%; TNAP activation fold: 1; Ins promoter up cell count: 1457

How did O=C1CCCCCCC1Sc1ccccc1[N+](=O)[O-] (stereo not given) do in these assays?
PMI inhibitors: 39%; PhoP inhibition: -4%; SV40 large T antigen: 17%; human PMI inhibitors: 30%; ER stress rescue: 4.1%; RSV CPE inhibition: 0.8%; West Nile antiviral: 1.3%; TNAP activation fold: 1

How did CCOC(=O)Nc1ccc(C)cc1NC(=O)OCC do in these assays?
PMI inhibitors: 12%; PhoP inhibition: 10%; SV40 large T antigen: 18%; human PMI inhibitors: 11%; ER stress rescue: -0.4%; RSV CPE inhibition: -0.6%; Ins promoter up: -0.01; TNAP activation fold: 1.1; Ins promoter up cell count: 1519

What do the screens show for `CN(C)c1ccc(/C=N/N=C(N)N)cc1[N+](=O)[O-]`?
PMI inhibitors: 8%; PhoP inhibition: 3%; SV40 large T antigen: 14%; human PMI inhibitors: 5%; ER stress rescue: -1.8%; RSV CPE inhibition: 0.9%; Ins promoter up: -0.36; West Nile antiviral: -1.9%; TNAP activation fold: 0.9; Ins promoter up cell count: 1359

Results for CC(C)n1cnc2cc(NCc3ccco3)ccc21 ?
PMI inhibitors: 3%; PhoP inhibition: 25%; SV40 large T antigen: 30%; human PMI inhibitors: 2%; ER stress rescue: -1.3%; RSV CPE inhibition: 0.8%; Ins promoter up: 0.34; West Nile antiviral: -0.5%; TNAP activation fold: 1; Ins promoter up cell count: 1619

How did CCS(=O)(=O)Nc1ccc(-c2nc3cccnc3s2)cc1 do in these assays?
PMI inhibitors: 6%; PhoP inhibition: -5%; SV40 large T antigen: 11%; human PMI inhibitors: 0%; ER stress rescue: -2.9%; RSV CPE inhibition: 12%; Ins promoter up: -0.12; West Nile antiviral: 0.9%; TNAP activation fold: 1.1; Ins promoter up cell count: 1434

What do the screens show for `Cc1cccc2nc(CSc3nc4cc([N+](=O)[O-])ccc4s3)cn12`?
PMI inhibitors: 3%; PhoP inhibition: 2%; SV40 large T antigen: 7%; human PMI inhibitors: -11%; ER stress rescue: -2.5%; RSV CPE inhibition: 2.7%; Ins promoter up: -0.2; West Nile antiviral: -1.6%; TNAP activation fold: 1.1; Ins promoter up cell count: 1320

How did Cc1ccc(C(=O)O/N=C\c2ccc(N3CCOCC3)c([N+](=O)[O-])c2)cc1 do in these assays?
PMI inhibitors: 5%; PhoP inhibition: -6%; SV40 large T antigen: 2%; human PMI inhibitors: 5%; ER stress rescue: -0.6%; RSV CPE inhibition: 22%; Ins promoter up: 0.77; TNAP activation fold: 1; Ins promoter up cell count: 1608
